TRPV1 agonist – HTS Assay for Compounds that Act as Agonists of the Vanilloid Receptor 1; Transient receptor potential cation channel subfamily V member 1 (Homo sapiens), Q8NER1; TRPV1-expressing cells, Fluo-8 calcium influx, agonist mode; activation, % at 8.33 µM; 320,000 compounds, 0.19% hits; in the data active = activation above about 80%; inconclusive = between about 30% and that limit; also: 0% is about no effect
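Fluo-8 calcium influx in TRPV1-expressing cells, kinetic read (ex 480/em 520 nm). Compound added and read 3 min for agonist activity, followed by capsaicin at EC20 final and 2 min further read for enhancement.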
BRCA1 expr act – qHTS Assay to Identify Small Molecule Activators of BRCA1 Expression; AID 624202, 2012; 380,000 compounds, 1.1% hits; MCF7-BRCA1-FFLuc reporter, luminescence, 48 h; response scale: scaled: vehicle 0%, 10 µM genistein 100%; Potency, µM (doses to about 46.1 µM), inactives show at the highest dose activation, actives largely listed as activators; also: potency is read from the fitted curve at half-maximal effect; nearly all actives have a fitted effect of over 80% in size; some results filed as inactive show a strong effect at the top dose
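Activators of BRCA1 expression were detected as increased firefly luciferase luminescence in engineered MCF7 cells after 48 h compound incubation. Signals were scaled to genistein 10 microM as full activation.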
uPA surface inh – qHTS for Inhibitors of Cell Surface uPA Generation. AID 540303, 2011. Potency, µM (top dose mostly 38.3 µM), for the others: at the top dose activity change, negative = inhibition, usual class: inhibitors. 330,000 compounds, 0.31% hits. cell surface uPA generation assay, qHTS; active = well fitted inhibition curve with a large enough effect; inconclusive = small, poorly fitted or top-dose-only effect; inactive = no such curve, though single readings can be large or run the other way; tested in mouse RAW 264.7 cells; also: potency is read from the fitted curve at half-maximal effect; % is scaled to controls: 0 for no effect and ±100 for the full control effect; nearly all actives have a fitted effect of over 55% in size
a7 integrin act – qHTS for Activators of Integrin-Mediated Alleviation for Muscular Dystrophy; alpha7betagal myoblasts, beta-gal FDG fluorescence, 48 h; Potency, µM (highest dose often 38.3 µM), without a hit: top-dose activation, usual class: activators; AID 624291, 2012; 350,000 compounds, 0.064% hits;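 also: potency is read from the fitted curve at half-maximal effect; 100% = response of the positive control SU9516; nearly all actives have a fitted effect of over 60% in size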
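Alpha7betagal+/- myoblasts (passage 13) were plated 16-24 hr, then exposed to compounds (1:260 dilution of DMSO stock) for 48 hours at 37C. After MPER lysis, β-galactosidase reporter activity was read as FDG fluorescence (ex 480/em 540) after 30 minutes.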
TSG101-PTAP inh – qHTS Assay for Iinhibitors of HIV-1 Budding by Blocking the Interaction of PTAP/TSG101 | 340,000 tested, under 10 active | Potency, µM (highest dose often 115 µM), for inactives: at the highest dose activity change, negative = inhibition, most hits filed as inhibitors | Fluorescence polarization, FITC-PTAP peptide / Tsg101 binding | Tumor susceptibility gene 101 protein (Homo sapiens), Q99816; active = well fitted inhibition curve with a large enough effect in the main read-out, with a control signal flat, not every such curve was filed as active; inconclusive = small, poorly fitted or top-dose-only effect, or effect the other way, or a change in a side signal; inactive = no such curve, though single readings can be large or run the other way; also: potency is read from the fitted curve at half-maximal effect; % of control where 0% means no effect
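Fluorescence anisotropy tracks displacement of a FITC-tagged PTAP peptide (50 nM) from the Tsg101 binding domain (10 uM), following a 20 min room-temperature incubation at pH 7.5.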
USP2a block – qHTS Assay for Inhibitors of Ubiquitin-specific Protease USP2a Using CHOP2 as the Reporter | Ubiquitin carboxyl-terminal hydrolase 2 (Homo sapiens), O75604 | USP2 core, Ub-CHOP2 coupled fluorogenic reporter, 485/531 | Potency, µM (doses to about 38.3 µM), for inactives: top-dose activity change, negative = inhibition, usual class: inhibitors | 330,000 compounds, 0.01% hits | AID 463254, 2010;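 also: potency is read from the fitted curve at half-maximal effect; plate controls were DMSO wells for no effect and full inhibition by NEM control for full effect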
Target sequence (O75604 whole entry, looked up): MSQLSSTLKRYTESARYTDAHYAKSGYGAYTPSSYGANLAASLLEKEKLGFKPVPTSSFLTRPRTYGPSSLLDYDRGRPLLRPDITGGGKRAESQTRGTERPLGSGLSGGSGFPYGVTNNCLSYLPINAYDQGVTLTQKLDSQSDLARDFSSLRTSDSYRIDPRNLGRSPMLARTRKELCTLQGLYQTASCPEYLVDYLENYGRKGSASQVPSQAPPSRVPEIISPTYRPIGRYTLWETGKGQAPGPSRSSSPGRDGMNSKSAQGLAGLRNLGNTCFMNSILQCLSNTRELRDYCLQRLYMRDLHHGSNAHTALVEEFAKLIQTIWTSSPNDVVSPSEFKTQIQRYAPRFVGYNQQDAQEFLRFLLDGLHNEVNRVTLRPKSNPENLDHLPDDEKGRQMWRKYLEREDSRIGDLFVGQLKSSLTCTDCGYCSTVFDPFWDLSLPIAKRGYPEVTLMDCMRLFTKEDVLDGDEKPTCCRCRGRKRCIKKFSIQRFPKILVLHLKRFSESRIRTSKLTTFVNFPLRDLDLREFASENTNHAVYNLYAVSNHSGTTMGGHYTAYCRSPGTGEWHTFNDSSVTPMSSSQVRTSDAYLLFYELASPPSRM
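Cell-free coupled assay: 10nM USP2 core preincubated 30min RT with compound in Tris-HCl pH 8.0/CaCl2/CHAPS buffer, then 25nM Ub-CHOP2 and 25nM reporter substrate; fluorescence (Ex 485/Em 531) read after 60min RT, normalized to NEM inhibition, concentration-response curves fitted.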
B2AR arrestin – qHTS assay of beta-arrestin-biased ligands of beta2-adrenergic receptor | Beta-2 adrenergic receptor (Homo sapiens), P07550 | beta-arrestin recruitment to beta2AR, cell-based reporter | Potency, µM (doses to about 46.1 µM), inactives show at the highest dose activation, usual class: activators | 330,000 compounds, 0.02% hits | AID 492947, 2010;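 also: potency is read from the fitted curve at half-maximal effect; 0% = DMSO controls and full agonism = EC100 isoproterenol or metaproterenol; nearly all actives have a fitted effect of over 65% in size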
Target sequence (P07550 whole entry, looked up): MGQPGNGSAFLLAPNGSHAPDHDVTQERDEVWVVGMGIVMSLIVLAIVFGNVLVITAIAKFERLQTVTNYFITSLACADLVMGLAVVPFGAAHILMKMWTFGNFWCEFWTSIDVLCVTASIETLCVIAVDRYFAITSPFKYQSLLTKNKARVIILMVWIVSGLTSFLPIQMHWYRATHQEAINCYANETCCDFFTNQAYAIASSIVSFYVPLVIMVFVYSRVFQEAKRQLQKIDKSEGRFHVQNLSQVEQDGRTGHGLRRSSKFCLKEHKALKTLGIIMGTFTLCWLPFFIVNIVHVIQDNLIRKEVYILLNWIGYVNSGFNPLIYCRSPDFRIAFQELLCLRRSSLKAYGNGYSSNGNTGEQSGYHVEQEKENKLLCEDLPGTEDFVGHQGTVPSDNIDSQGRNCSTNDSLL
Eya2 phos inh – qHTS Assay for Inhibitors of the Phosphatase Activity of Eya2 | recombinant Eya2, OMFP fluorescence dephosphorylation (OMFP is methylfluorescein phosphate) | Potency, µM (doses to about 76.9 µM), without a hit: at the highest dose activity, negative = inhibition, hits mostly inhibitors | Protein phosphatase EYA2 (Homo sapiens), O00167 | 330,000 compounds, 0.006% hits; also: potency is read from the fitted curve at half-maximal effect; % is scaled to controls: 0 for no effect and ±100 for the full control effect
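Eya2 (0.2 uM) preincubated 10 min at ambient with compound, then OMFP substrate added at 50 uM; 10 min reaction in 50 mM HEPES pH 7.5, 50 mM NaCl, 5 uM MgCl2, 0.05% BSA, 1 mM DTT. Fluorescence read at Ex 485/Em 525 nm.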
p53 reactivator – qHTS assay for re-activators of p53 using a Luc reporter | H1299 p53-A138V BP100-luciferase reporter, luminescence, 24 h | Potency, µM (series often up to 92.2 µM), inactives show at the top dose activity change, positive = activation, hits mostly activators | 320,000 compounds, 0.063% hits | AID 504706, 2011; also: potency is read from the fitted curve at half-maximal effect; % of control where 0% means no effect; nearly all actives have a fitted effect of over 45% in size
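p53-null H1299 cells stably carrying temperature-sensitive p53-A138V and a BP100-luciferase reporter were pinned with compounds (4-point, 1:5 series) and held 24 hrs at 37 deg C. Luminescence was read 10 min after detection reagent.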
ELG1 genotoxic – qHTS screen for small molecules that induce genotoxicity in human embryonic kidney (HEK293T) cells expressing luciferase-tagged ELG1; AID 504466, 2011; 330,000 compounds, 1.3% hits; Potency, µM (titrated, usually from 46 µM), for the others: at the top dose activity change, positive = activation, usual class: activators; HEK293T ELG1-luciferase reporter, luminescence, 16 h; also: potency is read from the fitted curve at half-maximal effect; % of control where 0% means no effect; nearly all actives have a fitted effect of over 60% in size
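HEK293T cells expressing luciferase-tagged ELG1 were treated with compound or DMSO for 16 hr at 37°C. Luciferase activity was then read after 30 min with ONE-Glo at room temperature; rising signal flags genetic stress.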
S-ASM inh – Inhibitors of Secretory Acid Sphingomyelinase (S-ASM): qHTS; Sphingomyelin phosphodiesterase (Homo sapiens), P17405; placental ASM, HMU-PC fluorogenic substrate, 60 min; Potency, µM (highest dose often 57.5 µM), without a hit: at the highest dose activity change, negative = inhibition, most hits filed as inhibitors; 340,000 compounds, 0.006% hits; AID 504937, 2011; also: potency is read from the fitted curve at half-maximal effect
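Fluorogenic HMU-PC substrate (9 uM final) is turned over by placental ASM in 60 min at 37 C after a 10 min compound preincubation. Reaction ended by alkaline stop (pH 10), with fluorescence read at 386/447 nm.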
Starred values were filed as active, the others as inactive; i = inactive; ? = inconclusive; nt = no result given; [ ] = another dose, or the depositor's remark. Unless noted, calls follow the shape of the dose curve; as a rule, active = well fitted curve in the direction sought with a large enough effect; inconclusive = small, poorly fitted or top-dose-only effect, or another doubt; inactive = no such curve, though single readings can be large; an effect the other way counts as inactive or inconclusive.

SMILES | TRPV1 agonist | BRCA1 expr act | uPA surface inh | a7 integrin act | TSG101-PTAP inh | USP2a block | B2AR arrestin | Eya2 phos inh | p53 reactivator | ELG1 genotoxic | S-ASM inh
CCCCCn1c(SC(C)C(C)=O)nc2c1c(=O)[nH]c(=O)n2C (stereo unspecified) | 12 | -8% | ? | 7% | -9% | -1% | -0.3% | 1% | -9% | ? | -6%
O=C(Nc1ccc(C(=O)NCCCN2CCN(c3ccc(F)cc3)CC2)cc1)C1=CSCCO1 | 22 | -1% | 5% | -20% | -1% | -1% | 0.4% | 6% | 29% | -5% | 2%
Cc1c(NC(=O)Nc2ccc(C(C)(C)C)cc2)c(=O)n(-c2ccccc2)n1C | 1 | -18% | 3% | -8% | -3% | 2% | -0.4% | -20% | -5% | -5% | 26%
CCOc1ccc(S(=O)(=O)NCc2cccs2)cc1 | 1 | -14% | nt | -9% | -7% | 0% | -0.1% | 5% | 4% | 0% | 2%
O=C(c1cccc(S(=O)(=O)N2CCOCC2)c1)N(CCc1ccccc1)Cc1ccccc1 | 30 | -20% | -9% | 2% | -5% | -6% | 0.0% | -15% | -5% | -5% | -2%
O=C1NCCN1C(=O)N(c1ccccc1)c1ccccc1 | 1 | 17% | 1% | 1% | nt | 3% | -0.4% | 14% | -8% | -3% | 4%
CC(=O)N(Cc1cc(=O)[nH]c2ccccc12)c1ccccc1C | -2 | -3% | 1% | -4% | -2% | -2% | -0.2% | 4% | -4% | 0% | 3%
CC(C)(C)c1ccc(N/N=C(\C#N)S(=O)(=O)C(C)(C)C)cc1 | 17 | -49% | -2% | 11% | 0% | 3% | -0.1% | 10% | 0% | -15% | -14%
COc1ccc(NC(=O)N2CCC(Cc3ccccc3)CC2)cc1 | ? | 60% | ? | 5% | -4% | 2% | 0.1% | 2% | 10% | -2% | -3%
Cc1nnc(NC(=O)c2ccccc2Oc2ccccc2)s1 | 25 | -10% | -19% | -7% | -6% | 1% | -0.1% | -8% | -1% | -4% | -2%
CN(CC(=O)NCCCc1ccccc1)S(=O)(=O)c1ccc(Br)cc1 | 2 | -18% | 8% | -24% | -3% | 0% | -0.2% | -2% | -48%[inhibitor] | -7% | 3%
CC1CCN(C(=O)CSc2ccc(-c3ccc4c(c3)OCCO4)nn2)CC1 | 20 | 45% | -1% | 11% | -10% | 3% | -0.7% | -15% | 11% | -1% | -1%
Cc1cc(C)c(C)c(S(=O)(=O)NCc2ccc(C(=O)NCC3CCCO3)cc2)c1C (stereo unspecified) | -1 | 13% | -15% | 8% | -5% | 0% | 0.3% | 5% | -5% | 3% | -10%
O=C(NCc1ccco1)Nc1cccc(-c2ccccc2)c1 | nt | -2% | -10% | 11% | -2% | nt | nt | nt | nt | nt | -1%
CC(C)c1ccc(OCc2ccc(C(=O)NN3CCN(C)CC3)o2)cc1 | -1 | ? | -2% | -12% | 0% | 0% | -0.3% | -11% | -9% | ? | -2%
O=C(NCc1ccccc1)c1ccc2c(=O)n(CCCN3CCCC3=O)c(=S)[nH]c2c1 | -1 | -8% | -2% | 36% | -4% | 2% | 0.1% | 4% | -3% | -6% | 4%
O=C(O)c1cccc(COc2cccc3ccccc23)c1 | nt | -38% | 0% | -10% | -2% | nt | nt | nt | nt | nt | 4%
Cc1c(OCC(=O)N(C)c2ccccc2)ccc2c3c(c(=O)oc12)CCC3 | 3 | -3% | 0% | ? | -7% | -2% | -0.1% | 12% | -1% | 17% | 4%
N=c1sccn1CC(=O)Nc1ccc(Cl)c(S(=O)(=O)N2CCOCC2)c1 | 0 | -2% | 3% | -11% | 0% | -2% | -0.8% | -12% | 7% | -1% | 3%
CSc1nc(N)c(C#N)c(-c2ccccc2Cl)c1C#N | 2 | -37% | -7% | 1% | -4% | 0% | -0.3% | 4% | -8% | ? | -5%

Other results.
SMILES | TRPV1 agonist | BRCA1 expr act | uPA surface inh | a7 integrin act | TSG101-PTAP inh | USP2a block | B2AR arrestin | Eya2 phos inh | p53 reactivator | ELG1 genotoxic | S-ASM inh
CCn1c(SCC(=O)N2CCCCC2)nc2c(c1=O)SCC2 | -3 | -4% | -4% | -28% | -2% | 0% | 0.1% | 4% | 2% | -6% | -1%
CCOC(=O)c1c(C)[nH]c(C2=NNC(=Nc3ccccc3)SC2)c1C | 0 | -50% | ? | -37% | -1% | -8% | 7.4% | -7% | ? | -6% | -2%
CC(C)(C)c1cc(NC(=O)Nc2ccccc2OC(F)(F)F)no1 | 21 | -40% | -1% | -7% | -2% | 1% | -0.2% | -4% | 20% | 1% | -12%
COc1cccc(OCC(O)CN2CCN(C(c3ccccc3)c3ccccc3)CC2)c1 (stereo unspecified) | nt | -17% | 12% | -5% | -4% | nt | nt | nt | nt | nt | 0%
Cc1ccc(-c2ccc(CCC(=O)O)n2NC(=O)c2ccc([N+](=O)[O-])cc2)cc1 | 1 | -9% | 2% | 19% | -5% | 3% | 0.4% | 8% | 0% | 2% | -3%
C=CCOc1ccccc1C1C2=C(CC(C)(C)CC2=O)Nc2c1c(=O)n(C)c(=O)n2C (stereo unspecified) | -2 | -8% | -6% | 36% | -3% | 3% | -1.1% | -7% | -9% | -1% | 462%[activator]
CCc1noc(C)c1C(=O)N1CCN(S(=O)(=O)c2cc(C)ccc2C)CC1 | -2 | -13% | -17% | 6% | -1% | 2% | -1.0% | 0% | 3% | 0% | 0%
CCc1nnc(NC(=O)CSc2nc3cccnc3n2Cc2ccccc2)s1 | 1 | -19% | -1% | -17% | 1% | 0% | 0.1% | 2% | -8% | 0% | -1%
CC(C)N(C(=O)CSc1n[nH]c(=O)n1CCc1ccccc1)C(C)C | 12 | -1% | 0% | 8% | 1% | -2% | 0.4% | 7% | 2% | -1% | 3%
COc1ccccc1N(C(=O)c1snc(C(N)=O)c1N)C(C(=O)NC1CCCCC1)c1cccc(OC)c1OC (stereo unspecified) | -2 | -53% | -4% | -2% | 0% | -17% | 0.2% | 6% | -1% | -9% | i
c1ccc2cc(OCCN3CCCC3)ccc2c1 | 1 | 30% | 4% | -25% | -1% | -2% | -1.1% | 0% | 8% | 3% | 2%
CCOc1ccc(Cn2c3ccc(OC)cc3c3nc4ccccc4nc32)cc1 | 6 | -19% | 2% | 13% | ? | 1% | -0.2% | -2% | 6% | ? | -3%
CN1CCCN(S(=O)(=O)c2ccccc2)CC1 | 5 | -1% | 2% | 0% | -6% | 1% | -0.6% | 7% | 0% | 1% | 1%
Cc1ccccc1Cc1c(C)nc2c(C(=O)NCc3ccc4c(c3)OCO4)cnn2c1C | 0 | -31% | 0% | -3% | nt | 0% | -0.6% | -5% | -6% | 2% | 2%
CC(C)C[C@H](NC(=O)N1CC(=O)Nc2ccccc21)C(=O)N[C@@H](Cc1ccccc1)C(=O)O | -2 | 8% | 2% | 15% | -5% | 2% | -0.8% | 2% | 10% | -1% | -3%
CCCC(=O)Nc1nnc(CCN2CCCCC2)s1 | -3 | 2% | 1% | -22%[7.66 µM] | -1% | 0% | -0.4% | 6% | -1% | 0% | -1%
CC(=O)c1cc(CN2CCN(CCC(C)C)C(CCO)C2)cs1 (stereo unspecified) | -2 | -23% | 0% | 4% | 0% | 3% | 3.2% | 20% | 0% | 1% | 4%
COc1ccc(NC(=O)CSc2nc(N)c3cc4c(nc3n2)CC(C)(C)OC4)cc1 | 1 | ? | -4% | 8% | 0% | 1% | -0.8% | -16% | 5% | 9% | -1%
Cc1cccc(C(=O)Nc2ccc(C)c(OC(=O)c3cccc(C)c3)c2)c1 | ? | nt | nt | nt | nt | -1% | -1.2% | -1% | ? | ? | nt
COCCCNC(=O)CNC(=S)N(Cc1ccccc1F)C1CCCCC1 | 7 | -3% | nt | -8% | -5% | 1% | 0.0% | 17% | 2% | 2% | 4%
O=C(Nc1ccc(O)cc1C(=O)O)c1cccs1 | -1 | 0% | 2% | 5% | -1% | -1% | 0.1% | -5% | -3% | 4% | 2%

Bioassay records (PubChem BioAssay)
